HTRA1 inhibitor: blocks human HTRA1 serine peptidase; Q92743; recombinant HTRA1, FP-rhodamine activity-based probe, fluorescence polarization; inhibition, % at 5.96 µM; 340,000 compounds, 0.5% hits; AID 504803; in the data active = inhibition above about 36%;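 note: 0% = enzyme with DMSO and 100% = wells lacking enzyme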
PRMT1 inh: PRMT1 (human) inhibition, primary screen; recombinant PRMT1, activity-based probe fluorescence polarization; inhibition, % at 2.79 µM; 370,000 compounds, 1.3% hits;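 active = inhibition above about 21% made by adding two undisclosed values, limit read from the data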
UHRF1 MBD2 ctr: human UHRF1 methylated DNA binding inhibitors; 370,000 compounds, 0.75% hits; inhibition, % at 4.4 µM; UHRF1 binding to methylated oligo, TR-FRET; Q96T88; AID 687016; in the data active = inhibition above about 21%;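 note: UHRF1 SRA domain binding a hemimethylated CpG hairpin DNA probe; 0% = median of test compound wells and 100% = reference inhibitor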
TCR CD3 inh: blocks the human TCR-CD3 interaction; TAMRA-labeled TCR probe fluorescence, biochemical; inhibition, % at 9.4 µM; 360,000 compounds, 0.37% hits; AID 651800; in the data active = inhibition above about 19%;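 note: recombinant mutant TCR 2C K166C tagged with TAMRA read by polarization; 0% = receptor in buffer alone and 100% = receptor with positive control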
PG9 binder: binds the HIV-1 gp120 antibody PG9; TR-FRET gp120-PG9 antibody binding; inhibition, % at 6.7 µM; 360,000 compounds, 0.43% hits; in the data active = inhibition above about 8.5%
SIAE primary: human SIAE inhibition, primary screen | SIAE FP-Rh probe binding, fluorescence polarization | inhibition, % at 9.66 µM | 370,000 compounds, 0.69% hits | AID 1053197;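 active = inhibition above a cutoff: mean of compounds within the control limits plus 3 SD of those, cut at about 17% in these data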;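 note: 0% = plate median of compound wells and 100% = probe without SIAE protein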
Target sequence (Q9HAT2 whole entry, looked up): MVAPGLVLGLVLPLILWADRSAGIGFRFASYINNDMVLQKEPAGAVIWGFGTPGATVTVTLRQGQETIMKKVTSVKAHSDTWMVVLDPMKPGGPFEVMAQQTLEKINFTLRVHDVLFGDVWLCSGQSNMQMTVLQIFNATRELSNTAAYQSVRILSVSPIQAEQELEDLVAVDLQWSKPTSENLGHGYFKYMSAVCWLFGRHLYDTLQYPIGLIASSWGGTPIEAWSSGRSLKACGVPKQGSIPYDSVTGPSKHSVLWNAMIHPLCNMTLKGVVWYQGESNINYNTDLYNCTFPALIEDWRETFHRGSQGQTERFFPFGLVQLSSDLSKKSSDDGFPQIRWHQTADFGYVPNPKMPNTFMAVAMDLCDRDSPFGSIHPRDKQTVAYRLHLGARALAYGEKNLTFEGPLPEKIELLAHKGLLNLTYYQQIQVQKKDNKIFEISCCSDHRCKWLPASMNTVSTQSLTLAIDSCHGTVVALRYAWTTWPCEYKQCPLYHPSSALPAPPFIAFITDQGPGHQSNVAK
Tn7 DDE FP: inhibitors of Tn7 peptide binding to human fibrin DD(E) | AID 720508 | P02675 | 370,000 compounds, 0.13% hits | FP displacement of FITC-Tn7 peptide from fibrin DD(E); 0% = median of compound wells per plate | inhibition, % at 8.3 µM;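 active = inhibition above the mean of compounds falling within the control limits plus 3 SD of them, cut at about 14% in these data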;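 note: 0% = plate median of compound wells and 100% = 10 µM Aha-Tn7 peptide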
Target sequence (P02675 whole entry, looked up): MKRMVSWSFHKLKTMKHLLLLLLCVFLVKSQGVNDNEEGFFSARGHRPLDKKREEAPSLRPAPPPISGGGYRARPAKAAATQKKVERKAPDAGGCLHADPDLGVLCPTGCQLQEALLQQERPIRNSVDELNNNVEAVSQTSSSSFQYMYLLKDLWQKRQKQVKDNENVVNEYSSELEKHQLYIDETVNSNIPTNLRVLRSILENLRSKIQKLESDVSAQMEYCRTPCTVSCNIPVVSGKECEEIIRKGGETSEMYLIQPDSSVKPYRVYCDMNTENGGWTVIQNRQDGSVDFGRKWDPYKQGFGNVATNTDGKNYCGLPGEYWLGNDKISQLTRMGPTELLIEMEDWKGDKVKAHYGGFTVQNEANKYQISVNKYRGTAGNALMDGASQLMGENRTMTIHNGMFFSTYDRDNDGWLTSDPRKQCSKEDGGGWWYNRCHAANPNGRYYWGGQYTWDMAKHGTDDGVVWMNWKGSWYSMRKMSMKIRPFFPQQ
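Also added: labelled Tn7 tracer, 0.1 µM; Assay system: human fibrin DD(E) protein; Amount: 2 µM fibrin DD(E); Schedule: 10 min compound pre-incubation, 3 h probe incubation at room temperature; Repeats: one replicate per compound; Read-out basis: percent inhibition; Measured by: fluorescence polarization of the labelled Tn7 tracer.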
TDP2 inh: blocks human TDP2 phosphodiesterase activity; recombinant TDP2, T5PNP hydrolysis, p-nitrophenol absorbance 415 nm; AID 720702; inhibition, % at 12.8 µM; 370,000 compounds, 0.34% hits; O95551;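 active = inhibition above the mean of all tested compounds plus 3 SD, set per campaign, cut at about 25% in these data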;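 note: 0% = DMSO with enzyme and 100% = buffer with substrate but no TDP2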
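System: recombinant human TDP2 / Amount: 120 nM TDP2 per well / Also added: 5 mM T5PNP chromogenic substrate / Doses: 12.8 µM single point, 1% DMSO / Incubation: 2 h at 37 °C / Detection: p-Nitrophenol epi absorbance / Evaluation: % inhibition relative to enzyme-containing and enzyme-free wells / Repeats: singlicate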
LEDGF integ inh: blocks HIV-1 LEDGF/p75-dependent DNA integration | TR-FRET IN-LEDGF/p75 DNA integration, Eu/Cy5 | inhibition, % at 3.7 µM | 370,000 compounds, 0.64% hits;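 active = inhibition above the screen-wide mean plus 3 SD, cut at about 13% in these data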;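 note: signal is the Cy5 over europium emission ratio at 671 and 618 nm; 0% = plate median of compound wells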
mABHD4 FP: inhibits mouse alpha/beta hydrolase domain 4. Q8VD66. purified mABHD4, FP-Rh probe fluorescence polarization. inhibition, % at 8.92 µM. 370,000 compounds, 0.54% hits;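 active = inhibition exceeding the mean over every tested compound plus 3 SD, cut at about 30% in these data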;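 note: 0% = plate median of compound wells and 100% = S159A mutant with DMSO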
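Test system: mouse ABHD4 enzyme, wild type. Reagent: FP-Rh fluorescent activity-based probe, added after compound pre-incubation. Timing: pre-incubation 45 min, probe exposure 60 min, at 25 °C. Technique: FP readout, ex 525 nm / em 598 nm. Benchmarks: high control S159A mutant with DMSO, low control median of compound wells.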
* marks the source's active call; other numbers are inactive results; . = not tested or not shown.

Sample of the layout, 14 compounds:
SMILES	HTRA1 inhibitor	PRMT1 inh	UHRF1 MBD2 ctr	TCR CD3 inh	PG9 binder	SIAE primary	Tn7 DDE FP	TDP2 inh	LEDGF integ inh	mABHD4 FP
Cc1c(S(=O)(=O)Nc2ccc(Br)cc2)c(=O)n(C)c(=O)n1C	2	-2	0	2	0.8	3	3	4	-4	4
O=C(COc1ccc(Cl)cc1)NCc1nnc(SCC(=O)Nc2ccc3c(c2)OCCO3)o1	-8	2	3	-1	0.6	-4	0	-6	-2	-4
O=C1Nc2ccccc2N=C(c2ccc3c(c2)OCO3)C1N(C(=O)c1ccnc2ccccc12)c1ccccc1 (configuration not stated)	.	2	-5	-1	-0.6	3	8	9	0	10
N#C/C(=C\c1ccccc1)C(=O)N(c1ccccn1)C1CCCCC1	2	-1	-1	-6	0.6	8	6	6	-1	8
O=c1c2c(nc3cc(-c4ccc(F)cc4)[nH]n13)CCCC2	-6	-1	-1	6	-0.9	3	-9	11	0	0
O=C(CNC(=O)c1cc(=O)[nH]c2ccccc12)Nc1ccc(F)c(F)c1	-6	6	1	-8	0.9	-10	-4	-6	-1	-3
COc1ccc(Br)cc1S(=O)(=O)n1c([N+](=O)[O-])cnc1C	2	2	-1	0	-0.1	1	2	-8	-6	3
COc1ccccc1Cn1c(=O)[nH]c2cccnc21	2	-3	-2	5	-1.0	-5	-3	-1	-1	2
CCOC(=O)C1CCN(C(=O)c2ccc(Oc3cc(Cl)cc(Cl)c3)o2)CC1	-14	1	20	7	-1.1	-6	5	-7	-1	-5
CN1CCN(C(=O)CCNC(=O)Cn2ccc3ccccc3c2=O)CC1	9	1	0	6	-2.3	-2	2	8	1	5
C/C(=N\NC(=O)c1cccc(S(=O)(=O)N2CCOCC2)c1)c1ccco1	-2	-1	-3	10	-0.5	0	0	-14	1	11
O=C(CN1CCN(CC(=O)Nc2ccccc2Cc2ccccc2)CC1)Nc1ccccc1Cl	4	-1	1	-5	0.7	-3	-2	9	3	2
CC1(C)CC(=O)C=C(Nc2ccccc2N)C1	-15	3	-1	3	-1.3	3	-7	14	1	1
CNC(=O)Cc1csc2ccc(Cl)cc12	-2	-1	3	9	-1.3	1	-2	6	0	4

Main list, from the start:
SMILES	HTRA1 inhibitor	PRMT1 inh	UHRF1 MBD2 ctr	TCR CD3 inh	PG9 binder	SIAE primary	Tn7 DDE FP	TDP2 inh	LEDGF integ inh	mABHD4 FP
Cc1c(S(=O)(=O)Nc2ccc(Br)cc2)c(=O)n(C)c(=O)n1C	2	-2	0	2	0.8	3	3	4	-4	4
O=C(COc1ccc(Cl)cc1)NCc1nnc(SCC(=O)Nc2ccc3c(c2)OCCO3)o1	-8	2	3	-1	0.6	-4	0	-6	-2	-4
O=C1Nc2ccccc2N=C(c2ccc3c(c2)OCO3)C1N(C(=O)c1ccnc2ccccc12)c1ccccc1 (configuration not stated)	.	2	-5	-1	-0.6	3	8	9	0	10
N#C/C(=C\c1ccccc1)C(=O)N(c1ccccn1)C1CCCCC1	2	-1	-1	-6	0.6	8	6	6	-1	8
O=c1c2c(nc3cc(-c4ccc(F)cc4)[nH]n13)CCCC2	-6	-1	-1	6	-0.9	3	-9	11	0	0
O=C(CNC(=O)c1cc(=O)[nH]c2ccccc12)Nc1ccc(F)c(F)c1	-6	6	1	-8	0.9	-10	-4	-6	-1	-3
COc1ccc(Br)cc1S(=O)(=O)n1c([N+](=O)[O-])cnc1C	2	2	-1	0	-0.1	1	2	-8	-6	3
COc1ccccc1Cn1c(=O)[nH]c2cccnc21	2	-3	-2	5	-1.0	-5	-3	-1	-1	2
CCOC(=O)C1CCN(C(=O)c2ccc(Oc3cc(Cl)cc(Cl)c3)o2)CC1	-14	1	20	7	-1.1	-6	5	-7	-1	-5
CN1CCN(C(=O)CCNC(=O)Cn2ccc3ccccc3c2=O)CC1	9	1	0	6	-2.3	-2	2	8	1	5
C/C(=N\NC(=O)c1cccc(S(=O)(=O)N2CCOCC2)c1)c1ccco1	-2	-1	-3	10	-0.5	0	0	-14	1	11
O=C(CN1CCN(CC(=O)Nc2ccccc2Cc2ccccc2)CC1)Nc1ccccc1Cl	4	-1	1	-5	0.7	-3	-2	9	3	2
CC1(C)CC(=O)C=C(Nc2ccccc2N)C1	-15	3	-1	3	-1.3	3	-7	14	1	1
CNC(=O)Cc1csc2ccc(Cl)cc12	-2	-1	3	9	-1.3	1	-2	6	0	4
O=C(O)c1cccnc1SCc1ccc([N+](=O)[O-])cc1	1	-2	0	-3	-1.9	-3	3	-10	-4	-2
CCOc1ccc(CCN2C(=S)N([C@@H](Cc3ccc(O)cc3)CN3CCCC3CN3C(=S)NC[C@@H]3Cc3ccc(O)cc3)C[C@@H]2CC(C)C)cc1 (some centres not stated)	-75	1	-3	5	2.5	-35	2	2	3	-20
Cn1c(CCNC(=O)c2ccco2)nc2cc(NC(=O)C3CCCCC3)ccc21	-9	0	1	6	-1.6	-3	-8	-11	0	-6
CCc1c(-c2ccccc2OC)ncn1CCc1ccccc1OC	.	-6	-2	8	0.7	3	-3	-11	4	5
CC(C)(C)c1ccc(C(=O)Oc2ccccc2CCC(=O)O)cc1	.	1	-1	0	-5.2	-8	12	-7	0	6
CCN(CC)c1ccc(NC(=O)c2cccnc2)c(C)c1	4	-3	-4	4	-8.0	1	-3	0	0	-2
CCOC(=O)C1(C)NC(c2cccs2)C2C(=O)N(c3ccc(OC)cc3)C(=O)C21 (configuration not stated)	.	2	2	-5	0.7	-2	5	-8	-4	-8
COc1ccc(CC(=O)O/N=C(\N)c2ccc(OC)cc2)cc1	-18	5	0	1	0.7	-4	2	4	-1	-2
C=CCNC(=S)Nc1ccc(OC(F)F)c(Cl)c1	.	2	16	-1	-1.1	9	-5	-9	-3	-3
O=C(NC1CCCCC1)c1cc(-c2cccc(Cl)c2)on1	-1	-1	2	8	-0.8	1	4	-12	-2	4
CCOC(=O)c1c(C)[nH]c(C(=O)N/N=C/c2cccc(OC)c2)c1C	-29	-2	-3	-4	-0.5	-12	2	0	0	-16
CNC[C@H]1Oc2c(NS(=O)(=O)c3cccs3)cccc2C(=O)N([C@H](C)CO)C[C@@H]1C	-3	-2	-2	0	-0.2	0	-1	9	2	2
CN(CCc1cnn(C)c1)C(=O)C1CCC(=O)N(CC2CCCCC2)C1 (configuration not stated)	1	2	0	0	1.3	-5	1	12	-1	4
CC1(C)CC(=O)C(C=NCC2CCCO2)=C(O)C1 (configuration not stated)	2	3	0	-4	0.4	4	6	-3	1	0
CCOP(=O)(/C(C#N)=C(/O)c1ccccc1)c1ccccc1 (configuration not stated)	3	1	-1	0	1.2	6	-2	14	0	4
O=C(CSc1ncc(-c2ccc(F)cc2)[nH]1)N1CCCCC1	-2	4	6	-5	-1.3	-2	-5	-6	-3	4
O=C(CNC(=O)c1cccs1)NCC(=O)OCc1cccc(Cl)c1	7	-3	1	-1	-0.1	4	1	2	2	2
Cc1cccc2c(N=O)c(O)[nH]c12	35	-1	-5	6	1.1	46*	0	-2	2	5
Cc1ccc(S(=O)(=O)N2CCOCC2)cc1NC(=O)COC(=O)C1COc2ccccc2O1 (configuration not stated)	-2	-1	3	-3	-2.5	10	0	10	2	2
O=C(Nc1ccc2c(c1)OCO2)C1CCCN1C(=O)OCc1ccccc1 (configuration not stated)	-2	-2	1	8	0.0	-1	6	3	0	0
CCOC(=O)c1ccc(S(=O)(=O)Nc2ccccc2-c2nnn(CC)n2)cc1	-12	0	2	0	0.7	-2	-6	-12	-2	-3
Cc1csc(CNC(=O)CC2C(=O)NCCN2Cc2ccc(F)cc2Cl)n1 (configuration not stated)	4	8	0	-6	1.8	1	0	-4	-2	2
N#Cc1c(N)nc(N)nc1Nc1ccc(Br)cc1	-8	1	3	-9	-0.3	-6	4	0	-1	-5
COc1ccc(C(=O)NC=C2C(=O)OC(C)(C)OC2=O)cc1	-3	4	1	1	1.3	-2	2	-3	-3	3
CCOC(=O)N1CCN(S(=O)(=O)c2ccc(OC)c(Br)c2)CC1	3	9	5	-7	2.0	-8	-4	-12	3	-4
CC1CCN(C(=O)C2CCN(S(=O)(=O)c3cc(Cl)ccc3Cl)CC2)CC1	-8	4	4	-2	0.9	0	-4	-7	-3	9
CCOC(=O)c1cc(-c2ccccc2)nn1CC1CC(c2cccnc2)=NO1 (configuration not stated)	-3	-3	1	10	-0.1	-1	-4	4	-1	6
CCN(CC)S(=O)(=O)c1ccc2oc(C(=O)NCCN3CCOCC3)c(C)c2c1	7	1	2	-12	1.6	4	8	-3	-2	2
CC(=O)CC(=O)NC(=NC1CCCCC1)Nc1nc(C)cc(C)n1	1	-3	3	3	-0.6	-1	-4	-8	0	-4
Cc1ccc(CCN2CC(C(=O)NCCCN3CCN(C)CC3)CC2=O)cc1 (configuration not stated)	-1	1	0	0	-2.8	4	-6	1	0	-1
COc1ccc(C(=O)N(C)CCCC2CCCC2)cc1OC1CCN(C(C)=O)CC1	0	-6	-2	1	-1.2	0	4	-10	4	4
Cc1ccc(-c2csc(N3C(=N)SCC3=O)n2)cc1	.	-3	-2	0	0.1	-1	3	3	-2	0
CCCCOC(=O)CSc1nc(N)c(C#N)c(-c2ccc(OC)cc2)c1C#N	1	1	-1	6	-1.1	-2	11	0	-6	1
COc1ccc(N(CC(=O)Nc2ccccc2C(F)(F)F)C2=NC3CS(=O)(=O)CC3S2)cc1 (configuration not stated)	0	12	-2	6	-1.7	-7	-3	-3	2	0

Sorted by value in UHRF1 MBD2 ctr (lowest first): three of the compounds above.
Structure | UHRF1 MBD2 ctr
Cc1ccc(CCN2CC(C(=O)NCCCN3CCN(C)CC3)CC2=O)cc1 (configuration not stated) | 0
CCOC(=O)c1cc(-c2ccccc2)nn1CC1CC(c2cccnc2)=NO1 (configuration not stated) | 1
CC(=O)CC(=O)NC(=NC1CCCCC1)Nc1nc(C)cc(C)n1 | 3
